# beta cell repl: induces beta-cell replication in MIN6 cells | MIN6 cells proliferation, ATPlite luminescence, 48 h; cells starved in 0.2% serum; 100% = growth in 10% serum | proliferation, % at 10 µM | 330,000 compounds, 0.29% hits;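 active means compounds whose signal lies at least 3.5 SD above the mean of all wells on their plate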;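 further: 0% = DMSO-treated cells in low-serum medium and 100% = 10% serum control; some compounds called inactive have numbers as strong as hits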
# APOBEC3A inh: inhibitors of human APOBEC3A DNA deaminase; P31941; recombinant A3A, FAM/TAMRA ssDNA deamination fluorescence; inhibition, % at 20 µM; 330,000 compounds, 0.41% hits; AID 493011;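 active means at least 40% inhibition at 20 µM here, with at most 30% in a related deaminase screen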;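 further: plate controls were A3A with DMSO for no effect and wells lacking A3A enzyme for full effect; some results filed as inactive read as strong as hits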
# Target sequence (P31941 whole entry, looked up): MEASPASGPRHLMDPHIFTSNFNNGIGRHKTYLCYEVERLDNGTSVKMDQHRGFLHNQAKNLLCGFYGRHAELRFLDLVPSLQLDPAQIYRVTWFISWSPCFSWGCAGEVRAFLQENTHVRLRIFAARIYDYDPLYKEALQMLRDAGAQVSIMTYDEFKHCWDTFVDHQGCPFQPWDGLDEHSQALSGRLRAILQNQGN
# hIAP inh: blocks human intestinal alkaline phosphatase; P09923; purified IAP, CDP-Star luminescence, 30 min; inhibition, % at 10 µM; 330,000 compounds, 0.12% hits;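 active means inhibition reaching a set limit with compound at 10 µM in the primary screen, cut at about 35% in these data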;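 further: plate controls were DMSO wells with enzyme for no effect and no-enzyme buffer wells for full effect; values of inactives mirror those of a sister screen read the other way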
# Target sequence (P09923 whole entry, looked up): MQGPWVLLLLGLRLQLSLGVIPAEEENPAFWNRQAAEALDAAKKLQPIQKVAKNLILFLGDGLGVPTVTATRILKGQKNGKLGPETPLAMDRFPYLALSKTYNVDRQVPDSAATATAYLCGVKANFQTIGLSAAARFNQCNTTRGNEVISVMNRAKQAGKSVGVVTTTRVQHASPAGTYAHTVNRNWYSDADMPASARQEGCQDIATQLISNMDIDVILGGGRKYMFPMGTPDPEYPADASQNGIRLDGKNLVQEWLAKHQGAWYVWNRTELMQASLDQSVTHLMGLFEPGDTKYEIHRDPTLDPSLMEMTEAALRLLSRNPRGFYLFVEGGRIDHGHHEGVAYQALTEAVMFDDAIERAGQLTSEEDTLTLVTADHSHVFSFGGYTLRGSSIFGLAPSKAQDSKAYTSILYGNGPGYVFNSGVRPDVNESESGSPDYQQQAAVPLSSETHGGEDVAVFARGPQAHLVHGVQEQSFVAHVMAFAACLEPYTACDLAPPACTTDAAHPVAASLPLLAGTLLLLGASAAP
# APOBEC3G inh: blocks human APOBEC3G single-stranded DNA deamination. 330,000 compounds, 0.28% hits. Q9HC16. recombinant A3G, ssDNA deamination FAM/TAMRA fluorescence. inhibition, % at 20 µM;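 active means inhibition of at least 40% at 20 µM, with no more than 30% in the related APOBEC3A deaminase screen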;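 further: plate controls were DMSO wells with A3G for no effect and wells lacking A3G enzyme for full effect; some compounds called inactive have numbers as strong as hits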
# Target sequence (Q9HC16 whole entry, looked up): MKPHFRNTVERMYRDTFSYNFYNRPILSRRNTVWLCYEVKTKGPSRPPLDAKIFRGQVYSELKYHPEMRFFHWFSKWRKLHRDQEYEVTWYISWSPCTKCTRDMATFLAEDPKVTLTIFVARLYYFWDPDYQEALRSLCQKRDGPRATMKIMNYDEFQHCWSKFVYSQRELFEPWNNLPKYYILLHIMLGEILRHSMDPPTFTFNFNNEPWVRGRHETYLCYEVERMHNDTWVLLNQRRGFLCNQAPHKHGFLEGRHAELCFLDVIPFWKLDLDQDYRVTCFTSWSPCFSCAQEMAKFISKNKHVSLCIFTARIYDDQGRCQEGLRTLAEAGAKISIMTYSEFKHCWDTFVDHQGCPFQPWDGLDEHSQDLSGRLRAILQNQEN
# MPTP block: inhibitors of mitochondrial permeability transition pore; isolated mouse mitochondria, Ca2+ swelling absorbance, 30 min; inhibition, % at 10 µM; 360,000 compounds, 1.4% hits; AID 602449;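 active means inhibition of 50% or more, scaled per plate between neutral and stimulator controls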;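 further: 0% = DMSO wells given calcium and 100% = 1 mM EGTA wells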
# mIAP activ: increases mouse intestinal alkaline phosphatase activity; AID 2805; muIAP, CDP-Star luminescence, 30 min; active compounds read high; 1 = vehicle-only enzyme signal, 0 = enzyme-free wells; activation factor at 10 µM; 330,000 compounds, 0.24% hits;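 active means activation factor of at least 2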; further: the source names both 10 and 20 µM as test concentration; values of inactives mirror those of a sister screen read the other way
#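 also added = chemiluminescent substrate CDP-Star | test system = mouse IAP enzyme | signal = chemiluminescence readout | compound = DMSO-dissolved test compounds | incubation = 30 min at room temperature | benchmarks = DMSO wells, no-enzyme wells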
# NR3A LBD binder: modulators (binders) of human NR3A ligand-binding domain. NR3A LBD differential scanning fluorimetry, Tm shift; 0% = protein alone, 100% = glycine-bound protein. Tm shift relative to glycine control, % at 25 µM. 340,000 compounds, 2.5% hits;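 active means melting temperature shift of at least 10% of the positive control shift, at one fixed dose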
# mIAP block: mouse IAP inhibition; purified mouse IAP, CDP-Star luminescence, 30 min; inhibition, % at 10 µM; 330,000 compounds, 0.2% hits;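 active means inhibition of at least 40% at 10 µM in the primary screen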;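 further: plate controls were DMSO with enzyme for no effect and no enzyme wells for full effect; values of inactives mirror those of a sister screen read the other way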
# hIAP activ: human IAP activation; purified human IAP, CDP-Star luminescence, 30 min; active compounds read high; 1 = vehicle-only enzyme, 0 = enzyme-free background; activation factor at 10 µM; 330,000 compounds, 0.16% hits; AID 2524;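 active means activation factor of the enzyme at least 2-fold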; further: the source names both 10 and 20 µM as test concentration; values of inactives mirror those of a sister screen read the other way
# Numbers without * were called inactive; nt = not tested or not shown.
no.	Compound	beta cell repl	APOBEC3A inh	hIAP inh	APOBEC3G inh	MPTP block
1	Cc1[nH]c2ccccc2c1/C=N/NC(=O)CNC(=O)Cc1ccccc1	-7	-1	-2	10	-2.0
2	COc1ccc(OC)c(C(C)NC(=O)Nc2cccc(C(C)=O)c2)c1 (centres undefined)	-3	-7	-2	-13	-0.5
3	COc1cc(Cl)c(C)cc1NC(=O)COC(=O)c1cc[n+]([O-])cc1	-4	4	1	-1	0.3
4	CC1CC(C(F)F)n2nc(C(=O)Nc3sc4c(c3C#N)CCC(C(C)(C)C)C4)nc2N1 (centres undefined)	2	-2	-4	-3	2.2
5	Cc1cc(=O)oc2cc(OCC(=O)N3CCN(C(=O)C4COc5ccccc5O4)CC3)c(Cl)cc12 (centres undefined)	-2	-4	18	-7	1.2
6	CCC(C(=O)Nc1cc(C)cc(C)n1)c1ccccc1 (centres undefined)	-1	-3	14	-3	-1.9
7	CCOC(=O)c1c(C)nsc1NC(=O)C1CCCCC1	-1	-2	-22	-9	1.9
8	COc1ccccc1CCNC(=O)COc1cccc2c1OC(C)(C)C2	0	-4	-18	5	1.4

no.	mIAP activ	NR3A LBD binder	mIAP block	hIAP activ
1	1.1	-4	-10	1
2	1.2	1	-19	1
3	1	-1	0	0.99
4	0.88	-1	12	1
5	0.91	3	9	0.82
6	1	0	-4	0.86
7	1	-3	-2	1.2
8	1	nt	-1	1.2

# Filtered by structure, those above containing sulfur (2)
no.	Compound	beta cell repl	APOBEC3A inh	hIAP inh	APOBEC3G inh	MPTP block
4	CC1CC(C(F)F)n2nc(C(=O)Nc3sc4c(c3C#N)CCC(C(C)(C)C)C4)nc2N1 (centres undefined)	2	-2	-4	-3	2.2
7	CCOC(=O)c1c(C)nsc1NC(=O)C1CCCCC1	-1	-2	-22	-9	1.9

no.	mIAP activ	NR3A LBD binder	mIAP block	hIAP activ
4	0.88	-1	12	1
7	1	-3	-2	1.2

# Continued:
no.	Compound	beta cell repl	APOBEC3A inh	hIAP inh	APOBEC3G inh	MPTP block
9	CCN(C(=O)CN1C(=O)COc2ccc(S(=O)(=O)N3CCOCC3)cc21)c1ccc(OC)cc1	-2	-6	-21	-6	0.0
10	COC(=O)Cc1ccc(NC(=O)c2ccc(C)c(C)c2)cc1	-1	-1	14	-5	2.0
11	Cc1cc(C)nc(NS(=O)(=O)c2ccc(NC(=O)Nc3ccccc3F)cc2)n1	3	4	12	11	2.2
12	O=S(=O)(NCC(c1ccc2c(c1)OCO2)N1CCOCC1)c1ccc(F)cc1 (centres undefined)	-4	3	-20	19	-0.3
13	COc1cc(OC)cc(C(=O)Nc2ccccc2-c2nnn(CC(N)=O)n2)c1	3	-2	-2	-2	3.3
14	CC1CCC(NC(=O)c2ccc(CNc3c(NC4CCCCC4)c(=O)c3=O)cc2)CC1 (centres undefined)	1	-4	-8	-11	-0.7
15	Cc1ccc(OCC(=O)Nc2ccc(S(=O)(=O)Nc3cc(C)nc(C)n3)cc2)cc1	0	-3	-20	-8	-1.0
16	CCN(CC)CCC(=O)Nc1cccc2c1C(=O)c1ccccc1C2=O	-4	29	14	15	5.1

no.	mIAP activ	NR3A LBD binder	mIAP block	hIAP activ
9	1	0	-1	1.2
10	1.1	1	-8	0.86
11	0.98	11*	2	0.88
12	1.1	nt	-12	1.2
13	1	2	-2	1
14	1.4	1	-40	1.1
15	0.93	0	7	1.2
16	0.9	-1	10	0.86

# (cont.)
no.	Compound	beta cell repl	APOBEC3A inh	hIAP inh	APOBEC3G inh	MPTP block
17	O=C(NCc1cccc(Cl)c1)C1CCN(c2nnc(N3CCCC3=O)s2)CC1	-1	-2	3	4	-0.4
18	CCN1C(=O)[C@H]2[C@@H](c3ccc(-c4ccc(C(C)=O)cc4)c(OC)c3)N3CCCC[C@@]3(C(=O)OC)[C@H]2C1=O	-6	0	6	-3	-0.3
19	Cc1cc(C)n(-c2nc3ccccc3nc2Nc2ccc3[nH]c(=O)[nH]c3c2)n1	0	2	-11	-2	5.7
20	O=c1cc(CO)[nH]cc1OCc1ccccc1	-2	2	-23	-2	-1.4
21	Cc1cc(NC(=O)CSc2nnc(-c3cccnc3)n2N)no1	-2	1	-27	-2	-1.2
22	COc1cccc(/C=N/NC(=O)C(c2ccncc2)N2CCOCC2)c1 (centres undefined)	-2	0	13	0	1.7
23	CCOC(=O)C1CCCN(CCC(=O)Nc2c(C(=O)OC)[nH]c3cc(OC)ccc23)C1 (centres undefined)	-2	2	-16	-9	2.5
24	CCCNC(=O)c1cc(C)no1	-1	-4	-24	-8	-0.4

no.	mIAP activ	NR3A LBD binder	mIAP block	hIAP activ
17	1	-4	-2	0.97
18	0.96	-2	4	0.94
19	0.96	-31	4	1.1
20	1.1	0	-9	1.2
21	0.99	-1	1	1.3
22	1.1	1	-7	0.87
23	1	0	-2	1.2
24	1	0	-3	1.2

# Full records as entered above. Order of values: beta cell repl, APOBEC3A inh, hIAP inh, APOBEC3G inh, MPTP block, mIAP activ, NR3A LBD binder, mIAP block, hIAP activ
# `CCOC(=O)C1CCCN(CCC(=O)Nc2c(C(=O)OC)[nH]c3cc(OC)ccc23)C1` (centres undefined) as listed: -2, 2, -16, -9, 2.5, 1, 0, -2, 1.2
# `COc1ccccc1CCNC(=O)COc1cccc2c1OC(C)(C)C2` as listed: 0, -4, -18, 5, 1.4, 1, nt, -1, 1.2
# `COc1cccc(/C=N/NC(=O)C(c2ccncc2)N2CCOCC2)c1` (centres undefined) as listed: -2, 0, 13, 0, 1.7, 1.1, 1, -7, 0.87

# New compounds follow.
no.	Compound	beta cell repl	APOBEC3A inh	hIAP inh	APOBEC3G inh	MPTP block
25	O=C(NCc1ccc(F)cc1)C(=O)NCC1OCCN1C(=O)c1cccs1 (centres undefined)	-1	-3	-66	-4	0.3
26	CCS(=O)(=O)c1ccc(Sc2nncn2C)c([N+](=O)[O-])c1	7.7*	2	-6	-13	-3.6
27	NS(=O)(=O)c1cc(C(=O)OCC(=O)Nc2ccc(N3CCCCC3)cc2)ccc1Cl	-1	0	-5	-6	1.3
28	O=C(CNC(=O)C(c1ccccc1)c1ccccc1)OCC(=O)c1cccs1	0	-3	11	6	1.2
29	CCOC(=O)C1CCN(C(=O)c2cccc(NS(=O)(=O)c3ccc(Br)cc3)c2)CC1	-5	0	-4	-3	0.6
30	CNc1nc(Nc2ccc(C(C)=O)cc2)nc(OC(C(F)(F)F)C(F)(F)F)n1	-3	0	13	1	-1.2
31	COc1cccc(CNC(=O)CCC2CCCN(C(=O)c3csc(C(C)C)n3)C2)c1 (centres undefined)	2	-3	-20	-7	-2.5
32	Cc1c(C(=O)Nc2ccccc2N2CCN(C)CC2)oc2ccc(F)cc12	-7	30	7	-3	7.4

no.	mIAP activ	NR3A LBD binder	mIAP block	hIAP activ
25	0.92	-3	8	1.7
26	0.95	3	5	1.1
27	0.96	-2	4	1
28	0.98	-2	2	0.89
29	0.97	0	3	1
30	0.94	0	6	0.87
31	1.1	-2	-12	1.2
32	0.94	4	6	0.93

# The list goes on.
no.	Compound	beta cell repl	APOBEC3A inh	hIAP inh	APOBEC3G inh	MPTP block
33	CC(C)(C)C(=O)NC(=S)Nc1ccc(Cl)c(C(=O)O)c1	-2	-10	-7	-6	0.1
34	COc1ccc(N(CC(=O)N2CCOCC2)S(C)(=O)=O)c(OC)c1	-4	-4	-40	11	-0.2
35	COc1cccc(NC(=O)Nc2cnccn2)c1	-1	-4	10	-4	0.7
36	CC(=O)c1cccc(NC(=O)COc2ccccc2)c1	-2	0	0	7	-1.3
37	COc1cc(C=O)ccc1OCCOCCOc1ccc(Cl)cc1Cl	-2	-3	-14	-6	-1.7
38	O=C(COc1ccccc1Cl)Nc1ccc(C(=O)O)cc1NC(=O)COc1ccccc1Cl	-3	-2	0	-4	-0.1
39	CO/N=C/CC(=O)c1cnc(-c2ccccc2)s1	-4	0	0	-1	-1.5
40	COc1ccc(Cl)cc1NC(=O)CN1CCN(Cc2ccccc2)CC1	-2	-5	-10	-4	0.6

no.	mIAP activ	NR3A LBD binder	mIAP block	hIAP activ
33	0.96	0	4	1.1
34	0.89	0	11	1.4
35	0.99	1	1	0.9
36	1	3	-2	1
37	0.95	-8	5	1.1
38	1	-2	-4	1
39	0.96	-1	4	1
40	1	0	-1	1.1

# Remaining list, next part
no.	Compound	beta cell repl	APOBEC3A inh	hIAP inh	APOBEC3G inh	MPTP block
41	CCNC(=O)NNC(=O)C1CC(c2cccs2)=NO1 (centres undefined)	0	5	7	8	2.2
42	CC1CN(S(=O)(=O)N(C)C)CCN1S(=O)(=O)N(C)C (centres undefined)	0	1	3	-1	-1.1
43	Cc1cc(C)cc(NC(=O)CSc2nc3[nH]c(=O)cc(O)c3s2)c1	3	1	4	-4	0.7
44	O=C(Nc1ccc(-n2cnnn2)cc1)C(c1ccccc1)c1ccccc1	1	-3	-3	-7	1.5
45	CCn1ccc(C(=O)N2CCOCC2)n1	1	-3	13	-6	1.1
46	O=C(Nc1ccc(S(=O)(=O)NCc2cccnc2)cc1)c1ccccc1Cl	0	0	-1	-5	6.5
47	Cc1cc(C)cc(NC(=O)CN2CCN(c3ccccc3)CC2)c1	-4	-4	11	-7	0.2
48	CN(C)CCNC(=O)c1cccc(S(=O)(=O)Nc2ccc(F)cc2)c1	-2	-1	-8	-6	-2.6

no.	mIAP activ	NR3A LBD binder	mIAP block	hIAP activ
41	0.95	-2	5	0.93
42	0.99	-3	1	0.97
43	0.96	-5	4	0.96
44	1.1	-7	-6	1
45	0.87	0	13	0.87
46	0.98	-1	2	1
47	1.1	0	-9	0.89
48	1	0	-3	1.1

# The results go on.
no.	Compound	beta cell repl	APOBEC3A inh	hIAP inh	APOBEC3G inh	MPTP block
49	COc1ccccc1CN1CCC(CNS(=O)(=O)c2cc(-c3cc(C)no3)ccc2OC)CC1	1	-1	-37	-4	-0.9
50	CC(C)(C)C(=O)/C=C1\SCC(=O)N1CC(=O)N1CCN(c2ccccc2)CC1	-2	1	0	-1	-1.7
51	CCCCNC(=O)CSc1nccn1Cc1ccccc1	-1	-1	-18	-2	-2.0
52	O=C1c2cccc3cccc(c23)C(=O)N1c1ccc2ncccc2c1	1	2	5	-1	-5.7
53	CCOc1ccc(S(=O)(=O)N2CCCCC2)cc1NC(=O)C1CSC2(C)CCC(=O)N12 (centres undefined)	-2	22	-18	-2	-1.8
54	Cc1c(C(=O)NCC2CCCO2)oc2ccc3c(c12)C(=O)CC(C)(C)O3 (centres undefined)	-5	-20	6	-8	-2.0
55	O=C(NCCNC(=O)c1ccccn1)c1ccccc1	1	-5	-20	2	-2.5
56	O=C(CSc1nnc(-c2cccnc2)o1)Nc1ccc(Cl)cc1	-2	-2	3	12	3.9

no.	mIAP activ	NR3A LBD binder	mIAP block	hIAP activ
49	0.98	-2	2	1.4
50	1	1	-1	1
51	1.1	-3	-7	1.2
52	1	2	0	0.95
53	1	-2	-1	1.2
54	0.99	-2	1	0.94
55	1.1	-2	-9	1.2
56	0.99	0	1	0.97

# More entries follow.
no.	Compound	beta cell repl	APOBEC3A inh	hIAP inh	APOBEC3G inh	MPTP block
57	CCOC(=O)c1c(NC(=O)/C=C/C(=O)O)sc(C)c1-c1ccc(C)c(C)c1	-6	5	5	-3	-0.7
58	Cc1ccccc1NC(=O)CSc1ccc(-c2ccc(-n3cccn3)cc2)nn1	-5	0	0	-5	1.0
59	Cc1ccc(C(=O)Cn2c(NCCO)nc3ccccc32)cc1	0	0	-20	-4	0.7
60	O=C(Cn1cccc1)Nc1ccc(F)cc1F	-2	1	-4	-2	-2.4

no.	mIAP activ	NR3A LBD binder	mIAP block	hIAP activ
57	0.91	0	10	0.95
58	1	1	0	1
59	1.1	-1	-6	1.2
60	1	0	-1	1
